# TAAR1 antagonist: human TAAR1 antagonism; inhibition, % at 3 µM; Q96RJ0; CHO RD-HGA16 TAAR1, Fluo-8 calcium fluorescence, antagonist; 360,000 compounds, 1.5% hits;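 active means inhibition above a per-plate cutoff, the mean inhibition of test compounds on that plate plus 3 SD, cut at about 49% in these data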;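 further: 0% = DMSO plus EC80 beta-PEA response and 100% = DMSO alone without agonist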
#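 Test system – hTAAR1-expressing CHO RD-HGA16 cells, Gα16-coupled · Reagent – β-PEA at EC80 concentration, post-compound challenge · Compound dosing – 3 µM, single point · Timing – 140 s kinetic read after compound, 140 s after agonist · Detection – Fluo-8 intracellular calcium dye fluorescence, real-time kinetic reads · Control set – DMSO and EC80 PEA controls · Repeats – n of 1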
# CHO-K1 Ca PAM: counter-screen for M1 PAMs: effect in parental CHO-K1 cells; AID 602247; activation, % at 3 µM; 360,000 compounds, 0.02% hits; ATP EC20, Fluo-8 calcium fluorescence; 0% at ATP EC20, 100% at ATP max;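 active means activation above the run cutoff, the mean activation of all test compounds plus 3 SD, cut at about 40% in these data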;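 further: peak over basal fluorescence ratio in a 140 s read after ATP addition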
# TAAR1 agonist: human TAAR1 agonism; Q96RJ0; CHO RD-HGA16 TAAR1, Fluo-8 calcium fluorescence; vehicle wells 0%, saturating PEA agonist 100%; activation, % at 3 µM; 360,000 compounds, 0.99% hits;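 active means activation above the mean activation of all test compounds in the run plus 3 SD, cut at about 38% in these data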
#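 Test system: RD-HGA16 (CHO) cells co-expressing Gα16 and hTAAR1; dosing: one-point dosing at 3 µM (nominal); timing: 17-24 h seeding, 75 min 37 °C dye, 30 min RT; signal: kinetic Fluo-8 calcium fluorescence; read-out basis: % activation relative to PEA EC100 response; controls: DMSO and PEA EC100; replicates: n 1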
# CHO-K1 Ca antag: counter-screen for M1 antagonists: effect in parental CHO-K1 cells; ATP-induced calcium, Fluo-8 fluorescence; inhibition, % at 3 µM; 360,000 compounds, 0.6% hits; AID 602250;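 active means inhibition above a per-plate cutoff, the plate's mean sample inhibition plus 3 SD, cut at about 24% in these data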;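 further: 0% = DMSO plus EC80 ATP and 100% = DMSO alone without ATP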
# OXTR potentiator: human OXTR potentiation | activation, % at 3 µM | CHO-OTR cells, Fluo-8 calcium fluorescence, potentiator mode; 0% = oxytocin EC15, 100% = EC100 | 320,000 compounds, 0.061% hits;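 active means activation above that plate's cutoff, the mean activation of tested compounds plus 3 SD, cut at about 6.6% in these data, passing the limit was not always enough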;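 further: 100% uses oxytocin at 75 nM as the full agonist control; some results filed as inactive read as strong as hits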
#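 Material: CHO-OTR cells, human receptor; compound dosing: single dose, 3.0 µM nominal final compound concentration; schedule: 6 min compound pre-incubation at room temperature, 100 s kinetic read; measured by: kinetic Fluo-8 calcium fluorescence; read-out basis: % activation vs EC15 and EC100 oxytocin; controls: EC15 oxytocin alone as 0%, 75 nM oxytocin as 100%; replicates: singlicate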
# CHRM1 agonist: human M1 muscarinic receptor agonism; activation, % at 3 µM; 360,000 compounds, 0.33% hits; CHO-K1 hM1, Fluo-8 calcium fluorescence, agonist mode; 0% DMSO, 100% acetylcholine EC100;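 active means activation above the run's mean compound activation plus 3 SD, cut at about 16% in these data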;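 further: peak over basal fluorescence ratio within a 140 s kinetic read after compound addition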
# Target sequence (P11229 whole entry, looked up): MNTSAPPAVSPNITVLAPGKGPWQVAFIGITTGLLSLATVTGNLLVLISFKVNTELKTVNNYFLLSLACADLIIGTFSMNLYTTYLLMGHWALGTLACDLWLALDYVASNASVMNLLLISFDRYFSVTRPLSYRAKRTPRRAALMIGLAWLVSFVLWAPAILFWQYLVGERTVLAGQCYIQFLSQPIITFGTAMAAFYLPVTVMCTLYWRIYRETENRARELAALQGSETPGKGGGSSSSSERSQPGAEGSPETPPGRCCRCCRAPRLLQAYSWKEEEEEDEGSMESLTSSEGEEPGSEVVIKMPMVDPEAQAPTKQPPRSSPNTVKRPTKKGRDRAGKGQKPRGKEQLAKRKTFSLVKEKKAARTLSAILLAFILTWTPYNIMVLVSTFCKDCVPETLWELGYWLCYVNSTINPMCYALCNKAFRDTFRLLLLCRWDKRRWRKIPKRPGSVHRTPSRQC
# V1R ag counter: activates human V1a receptor in oxytocin agonist counter-screen; P37288; CHO-V1R cells, Fluo-8 calcium fluorescence, agonist mode; 0% DMSO, 100% 3 nM vasopressin; activation, % at 3 µM; 320,000 compounds, 0.25% hits;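 active means activation above the mean activation of all tested compounds plus 3 SD, per screening run, cut at about 20% in these data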;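 further: signal is peak over basal fluorescence ratio across a 100 second FLIPR read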
# Target sequence (P37288 whole entry, looked up): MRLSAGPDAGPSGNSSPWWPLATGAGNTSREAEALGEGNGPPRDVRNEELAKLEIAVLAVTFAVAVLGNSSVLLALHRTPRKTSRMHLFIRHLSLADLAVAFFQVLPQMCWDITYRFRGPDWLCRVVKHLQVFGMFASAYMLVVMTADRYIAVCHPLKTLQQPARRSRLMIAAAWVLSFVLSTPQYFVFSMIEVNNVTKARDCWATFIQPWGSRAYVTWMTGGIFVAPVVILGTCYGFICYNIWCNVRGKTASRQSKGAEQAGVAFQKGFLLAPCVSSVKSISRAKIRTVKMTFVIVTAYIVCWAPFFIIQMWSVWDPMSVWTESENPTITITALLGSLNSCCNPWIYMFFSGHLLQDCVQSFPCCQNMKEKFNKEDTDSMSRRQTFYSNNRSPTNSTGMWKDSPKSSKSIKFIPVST
# M1 ag parental: nonselective activator or artifact in parental CHO-K1 cells; Fluo-8 calcium fluorescence; scaled to maximal ATP response, vehicle zero; activation, % at 3 µM; 360,000 compounds, 0.48% hits; AID 602248; in the data active means activation above about 15%;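 further: untransfected CHO-K1 host cells lacking M1 receptor as counterscreen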
# CHO parental Ca: counter-screen for OX1R antagonists: effect in parental CHO cells | parental CHO-K1, ATP-induced calcium, Fluo-8 fluorescence | 330,000 compounds, 0.63% hits | inhibition, % at 5.6 µM;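 active means inhibition above that plate's mean sample inhibition plus 3 SD, cut at about 26% in these data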;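 further: 0% = ATP-challenged DMSO wells and 100% = DMSO wells without ATP; some compounds past the cut are filed as inactive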
#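 Test system: parental CHO cells; detection: calcium-sensitive Fluo-8 fluorescence; evaluation: percent inhibition of calcium signal; also added: ATP as calcium-mobilizing challenge; repeats: one well per compound; control set: ATP-challenged DMSO wells low, unchallenged DMSO wells high; compound: single nominal dose of 5.6 µM per compound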
# * hit, by the source's call; nt = not tested or not shown; & = joins results of further samples.
SMILES	TAAR1 antagonist	CHO-K1 Ca PAM	TAAR1 agonist	CHO-K1 Ca antag	OXTR potentiator	CHRM1 agonist	V1R ag counter	M1 ag parental	CHO parental Ca
CN1CCN(S(=O)(=O)c2ccc(CNC(=O)c3ccccc3)s2)CC1	-6	-1	0	2	-5	-4	-0.2	0.5	-4
O=C1c2ccccc2C(c2nnnn2Cc2ccccc2)N1Cc1cccc(F)c1 (centres undefined)	-6&41	4&3	1&9	-6&-14	nt	nt	nt	1.6&4.3	nt
COc1ccccc1OCc1ccc(C(=O)n2nc(C)c(Cl)c2C)o1	-6	10	0	-10	-3	-7	0.4	0.2	-21
COCCn1c(=O)[nH]c2cc(C(=O)Nc3cc(C)cc(C)c3)ccc2c1=O	16	-7	7	-5	-9	-4	6.9	3.1	4
COCCCNC(=O)c1ccc(CS(=O)(=O)c2ccc(OC)cc2)o1	-9	5	4	2	-2	-2	0.7	0.4	-6
O=C(Nc1nnc([C@@H]2C[C@H](O)[C@@H](CO)O2)s1)Nc1cccc(Cl)c1Cl	-5	-10	8	4	nt	-2	nt	-0.1	nt
Nc1cc(C(=O)N2CCN(c3ccc([N+](=O)[O-])cc3)CC2)ccc1N1CC2CC(C1)c1cccc(=O)n1C2 (centres undefined)	-36	5	1	-12	1	-5	-0.5	-0.1	-5
c1ccc(CSc2nnnn2-c2ccc3c(c2)OCCO3)nc1	-1	-6	3	-10	-1	-1	2.6	4.4	-12
CCNC(=O)C1CCCN(C(=O)c2cccc(Cl)c2)CC1 (centres undefined)	9	-16	1	2	nt	-2	nt	-0.3	nt
COC(=O)CSC1=C(C#N)C(c2ccc(C)cc2)C2=C(CCCC2=O)N1 (centres undefined)	-11	7	8	1	-13	-4	0.0	-0.3	-20
Cc1c(O)ccc2c(CN(C)Cc3ccccc3)cc(=O)oc12	-3	16	6	-3	-11	3	7.3	11	-8
CCOC(=O)[C@]12CCC=C1N(Cc1cccc3ccccc13)C(=O)[C@H](CC(=O)N1CCCC1)C2	4	14	1	-20	nt	nt	nt	-0.2	nt
CCOC(=O)C1=C(C)NC(C)=C(C(=O)OCC)C1C(=O)OCC(=O)NCc1ccccc1	30	28	7	-24	0	-1	0.6	3.2	-21
CCOC(=O)c1c(C)c(C(=O)N2CCN(c3ccc(F)cc3)CC2)c(C)n1C	10	14	0	-3	-2	-9	1.3	2.3	-15
CC(=O)Nc1ccc(S(=O)(=O)N2CCN(S(=O)(=O)c3ccccc3)CC2)cc1	-3	9	2	-2	1	-5	0.2	0.0	-14
CCOc1ncccc1C(=O)OCC(=O)Nc1cc(C(C)(C)C)ccc1OC	20	11	0	-7	-10	-3	-0.7	0.1	-21
CCN(C(=O)COC(=O)c1cc(-c2ccccc2)nc2c1c(C)nn2-c1ccc(C)cc1)C1CCS(=O)(=O)C1 (centres undefined)	14	-1	3	-1	-2	-1	-0.3	0.0	-15
CC(/C=N/NC(=O)c1cccs1)=C\c1ccco1	0	29	2	-21	-12	-3	-0.8	0.8	-26
CC(C)Cc1nc2oc3c(NCC4CCCO4)ncnc3c2c2c1CCC2 (centres undefined)	15	15	11	1	-4	0	-1.1	2.6	-28
Brc1ccc(CNCCCSc2ncccn2)cc1	-9	-17	1	8	1	-5	-0.1	0.0	-28

# More results follow:
SMILES	TAAR1 antagonist	CHO-K1 Ca PAM	TAAR1 agonist	CHO-K1 Ca antag	OXTR potentiator	CHRM1 agonist	V1R ag counter	M1 ag parental	CHO parental Ca
COCCNC(=O)C(c1cccc(OC)c1)N(C(=O)Cn1nnc2ccccc21)c1cccnc1 (centres undefined)	-2	9	12	0	-6	-2	1.8	0.4	-6
C[C@H](O)[C@@H]1CN2CCc3c([nH]c4ccc(-c5ccc6c(c5)OCO6)cc34)[C@@H]2C[C@@H]1N(C)C(=O)Nc1cc(Cl)cc(Cl)c1	1	22	1	-14	nt	-1	nt	1.1	nt
Cn1ccnc1CN1CCCCC1C(=O)Nc1ccc(Oc2cccnc2)cc1 (centres undefined)	-8	1	1	2	-12	-6	0.9	0.8	-9
COC(=O)c1ccccc1NC(=O)CCC(=O)N1CC(C)Oc2ccc(C)cc21 (centres undefined)	36	33	-2	-17	-4	-5	-0.8	2.1	-13
O=C(CN1C(=O)NC(c2ccccc2)(c2ccccc2)C1=O)Nc1cccnc1Cl	4	18	19	-7	-11	-1	2.6	2.2	-18
Clc1ccc(C(c2cccs2)N2CCNCC2)cc1 (centres undefined)	6	-9	6	2	nt	-3	nt	0.9	nt
Cc1cccc(OCc2nnc(SCc3cc(=O)[nH]c4ccccc34)n2-c2ccccc2)c1	-4	29	-4	-13	-7	-2	3.7	2.8	-24
c1ccc(-n2cccc2)c(N2CCCCC2)c1	-13	23	0	-2	-6	-4	-0.3	8.9	-13
COc1ccc(N(CC(=O)N2CCN(c3cccc(C)c3C)CC2)S(=O)(=O)c2c(C)noc2C)cc1	-10	23	0	-3	-6	-2	-0.1	0.5	3
Cc1nn(C)c(C)c1C(C)NC(=O)c1ccc(OC2CCN(Cc3ccccn3)CC2)cc1 (centres undefined)	-7	-4	1	-4	-3	-6	1.0	-0.6	-11
c1ccc(Nc2nnc(SCc3cccc4ccccc34)s2)cc1	34	-1	17	-1	-9	-3	-0.1	-0.3	-23
CCN(CC)CCNC(=O)c1c(O)c2cccc3c2n(c1=O)CCC3	-17	18	16	-12	nt	-5	nt	0.6	nt
OC1(C#CCN2CCCC2)c2ccccc2-c2ccccc21	3	18	1	-11	-5	-9	1.2	0.4	-10
Cn1nc2c3cc(F)ccc3n(Cc3ccc(F)cc3)cc-2c1=O	2	9	0	-8	-1	0	0.6	0.1	-8
COc1ccc(S(=O)(=O)Nc2ccc(Cl)cn2)c(C)c1C	10	1	-2	-1	1	-3	-0.6	0.0	-7
CCC(=O)N1CCc2nc(-c3ccccc3)sc2C1	4	-6	7	7	0	-4	0.6	5.8	-16
O=S(=O)(c1cnccc1N1CCN(/N=C/c2ccc(Cl)cc2)CC1)N1CCCCC1	-11	16	7	-8	-10	-1	0.2	0.1	4
CSc1ccc(S(=O)(=O)NCc2ccc(Cl)cc2Cl)cc1	20	5	4	-2	-11	-6	-0.7	0.0	-5
COCCOC(=O)c1c(NC(=O)CN2c3ccccc3CC2C)sc(C(N)=O)c1C (centres undefined)	-12	11	1	0	-6	-2	-0.7	0.6	-16
Cc1[nH]ccc2cc3nc4ccccc4c3cc12	-8	-7	1	14	nt	-8	nt	0.0	nt

# Later entries
SMILES	TAAR1 antagonist	CHO-K1 Ca PAM	TAAR1 agonist	CHO-K1 Ca antag	OXTR potentiator	CHRM1 agonist	V1R ag counter	M1 ag parental	CHO parental Ca
CC1(C)Cc2c(sc3nn[nH]c(=O)c23)CO1	3	25	5	-10	-10	-4	-0.2	0.8	7
O=C(COC(=O)C1CC2CCCC(C1)C2=O)Nc1nc(-c2ccc(F)c(F)c2)cs1 (centres undefined)	20	-31	6	12	-4	-1	1.4	-0.2	-9
CCCn1nnc(NC(=O)/C=C/c2ccc(C(C)C)cc2)n1	-8	-11	6	60*	-6	-1	1.4	-0.3	-10
Cc1ccc(-c2nn(-c3cccc(F)c3)cc2CN2CCN(c3ccccn3)CC2)o1	-22	2	3	-8	-3	-4	-1.3	0.2	-23
Cc1ccc(S(=O)(=O)N2CCCCC2)cc1NC(=O)CNc1ccccc1N1CCCC1=O	-10	7	8	-12	-2	-7	1.0	0.5	-17
COc1cc2cnc(-c3ccccc3)c(-c3ccc(C(F)(F)F)cc3)c2cc1OC	35	13	3	-16	-6	-5	0.1	-0.4	-28
Cc1cc(C(=O)O)ccc1N/C=C1\CCCC(C)C1=O (centres undefined)	14	-1	-1	-3	-9	-3	1.3	0.1	-4
Cc1ccc(-n2nc(C)cc2NC(=O)CC#N)cc1	-8	13	7	-11	-3	-4	0.3	1.2	-26
Cc1ccc(S(=O)(=O)NCC(=O)Nc2ccc3c(c2)OCCO3)cc1	-10	-13	8	-13	-9	-2	1.3	0.3	-14
COc1ccccc1-n1cnnc1SCC(=O)NCc1cccs1	8	16	14	-10	-14	-3	-0.8	0.4	6
CCCN1C(=O)/C(=C/c2ccc(C)o2)SC1=Nc1ccc(OCC)cc1	-4	5	13	-2	-17	-3	-0.6	0.0	-13
COc1ccc(CNC(=O)c2cc(S(=O)(=O)N3CCOCC3)cn2C)cc1	10	28	0	-5	-1	2	-0.2	0.7	-6
COc1ccc2c(c1)OCC(O)(c1ccccc1)C2=O (centres undefined)	-13	28	0	-13	nt	-4	nt	1.0	nt
Cc1cc(C)n(C(=O)c2cc3ccccc3c(=O)o2)n1	-10	17	-1	-2	-11	-3	0.3	0.7	0
CCSc1ncc(Cl)c(C(=O)Nc2ccc(S(N)(=O)=O)cc2)n1	1	16	-2	-13	-5	0	0.4	0.2	-2
CC(C)N(Cc1ccccc1)C(=S)Nc1cccnc1	-9	8	6	-9	10	-4	1.0	1.4	-1
O=C(COC(=O)c1cccc(S(=O)(=O)N2CCOCC2)c1)c1ccccc1	6	-2	1	-10	-11	-2	5.3	4.4	-8
N#CCCn1cnc2c(=S)nc[nH]c21	3	21	5	0	-7	-5	1.0	2.7	-4
O=C(CNS(=O)(=O)c1ccccc1)OCC(=O)c1ccc(Br)cc1	-12	-5	6	-17	-8	-2	4.2	7.6	4
COc1ccc(CNC(=O)COC(=O)c2ccc3c(c2)OCCO3)cc1	3	2	2	-5	-12	1	-0.5	-0.2	-7

# (list continues)
SMILES	TAAR1 antagonist	CHO-K1 Ca PAM	TAAR1 agonist	CHO-K1 Ca antag	OXTR potentiator	CHRM1 agonist	V1R ag counter	M1 ag parental	CHO parental Ca
O=C(Cc1cccs1)NCCc1ccc(F)cc1	-14	-6	1	7	-1	-4	-0.2	-0.2	-4
Nc1nnc(SCC(=O)Nc2cccnc2Cl)s1	-14	-22	2	1	-2	2	-0.1	0.0	0
COc1ccc(Nc2nnc(C)c(=O)[nH]2)c(OC)c1	-7	-15	0	2	-4	-1	0.5	0.0	-1
CN1C(=O)CSc2ccc(NC(=O)Nc3ccccn3)cc21	70*	-1	16	-9	0	-5	1.8	5.2	-20
CC1(C)C=Cc2c(ccc3c2OC[C@H](c2ccc(O)cc2O)C3)O1	2	15	17	-3	-5	3	1.7	3.3	79*

# Screening results (PubChem BioAssay)
